Bioassay records deposited in PubChem by NCI.
NCI-60 one-dose screen, 48 h, at 10 µM unless noted. Numbers give growth in % (100 = growth as untreated, 0 = no growth, -100 = all killed).
HL-60(TB): HL-60(TB) leukemia cells; AID 1794776; 78,000 compounds, 9% hits; active = growth percent below 10
Starred values were filed as active, the others as inactive; & = joins results of further samples; [ ] = dose if it differs, or a comment. This is a subset, so the mix of outcomes need not match the whole.

compound | HL-60(TB)
O=C(O)c1cc(-c2ccc(Br)cc2)nc2ccccc12 | 95.2
CCOC(=O)c1ccc2c(c1)nc(/C=C/c1ccc(Cl)cc1)c(=O)n2-c1cc(C(C)(C)C)[nH]n1 | 94.1
C/C(=N/O)c1ccc(NC(=O)CSc2nnc(-c3ccc4nc(-c5ccccc5)[nH]c4c3)o2)cc1 | 101.7
O=C(Cn1cc(CN2C(=O)c3ccccc3S2(=O)=O)nn1)Nc1ccccc1F | 99.0
CC(=O)Nc1nc(C)c(C(=O)NNC(=S)Nc2ccc(F)cc2)s1 | 156.2
CC1=C(CCC(C)N(C)Cc2ccc(OCCCN3CCCC3)cc2)C(C)(C)CCC1 (stereo not drawn) | 24.6
CCCCC1COc2cccc3c(SCC(=O)N(C)c4ccc(OC(F)(F)F)cc4)cc[n+]1c23 (stereo not drawn) | 100.0
CN1CC(C(=O)NC2(C)OC3(O)C4CCCN4C(=O)C(Cc4ccccc4)N3C2=O)C=C2c3cccc4[nH]cc(c34)CC21 (stereo not drawn) | 87.4
CCCCCC(C(C)=O)C(C)=O | 108.3
CCCc1cc2cc(-n3nc(CC)c4c3CC(C)(C)CC4=O)cc(NC3CCC(O)CC3)c2c(=O)[nH]1 (stereo not drawn) | -2.3*
O=[N+]([O-])c1cc(C(F)(F)F)ccc1SSc1ccc(C(F)(F)F)cc1[N+](=O)[O-] | 56.1
O/N=C(/CN1CCN(c2ccccc2)CC1)c1ccc(Cl)cc1 | 96.3
N#CC1(C#N)C(c2c(F)cccc2Cl)C1(C#N)C#N | 100.7
O=C1c2ccc3ccccc3c2CCC1C1([n+]2ccccc2)CCc2c(ccc3ccccc23)C1=O (stereo not drawn) | 82.5
CS(=O)(=O)Nc1cccc(-c2nc3ccccc3n2Cc2ccc(Cl)cc2)c1 | 89.5
C[N+](C)(C)c1ccc(CC2c3ccccc3-c3ccccc32)cc1 | 47.8
C(=N\N1CCCCCC1)/c1c2ccccc2cc2ccccc12 | 77.2
O=c1nc2s/c(=C\c3ccco3)c(=O)n2c2nc(-c3ccccc3)c(-c3ccccc3)nc12 | 85.3
NC(=S)N1N=C(c2ccccc2)CC1c1ccc2c(c1)OCO2 (stereo not drawn) | 90.8
O=C(Nc1ncc(Cc2ccc(Cl)cc2)s1)c1ccc2c(c1)OCCO2 | -49.3*

Structures listed so far that contain an NH in an aromatic ring:
compound | HL-60(TB)
CCOC(=O)c1ccc2c(c1)nc(/C=C/c1ccc(Cl)cc1)c(=O)n2-c1cc(C(C)(C)C)[nH]n1 | 94.1
C/C(=N/O)c1ccc(NC(=O)CSc2nnc(-c3ccc4nc(-c5ccccc5)[nH]c4c3)o2)cc1 | 101.7
CN1CC(C(=O)NC2(C)OC3(O)C4CCCN4C(=O)C(Cc4ccccc4)N3C2=O)C=C2c3cccc4[nH]cc(c34)CC21 (stereo not drawn) | 87.4
CCCc1cc2cc(-n3nc(CC)c4c3CC(C)(C)CC4=O)cc(NC3CCC(O)CC3)c2c(=O)[nH]1 (stereo not drawn) | -2.3*

The list continues.
compound | HL-60(TB)
CC(=O)[C@@]1(O)CC[C@H]2[C@@H]3CC[C@@]4(C)C[C@@H](O)CC[C@]4(C)[C@H]3C(=O)C[C@@H]21 | 99.2
S=C(Nc1ccc(Cl)cc1)Nc1ccc(Cl)cc1 (tested in a mixture with another compound) | 8.6*
CC(=O)Oc1ccccc1C(=O)[Se]C(=NC1CCCCC1)NC1CCCCC1 | -17.5*
COc1ccc(NC(=O)[C@H](C)NC(=O)OC(C)(C)C)cc1C(=O)Nc1cccc(C2CC(=O)c3c(cc(OC)c(OC)c3OC)O2)c1 (stereo partly drawn) | 11.7
CCN(CC)c1ccc(C=Nc2cc(C(C)C)c(O)cc2C)cc1 | 72.3
COc1ccc(/C=C/c2nc(Nc3cccc(-c4ccn[nH]4)c3)c3ccccc3n2)cc1 | 82.4
CN1CCN(C(=O)OCc2ccc3c(Cl)cc(Cl)c(O)c3n2)CC1 | -18.9*
CCCCN1C(=O)c2cccc3c(-c4ccc5c(c4)ncn5C4CCCCC4)ccc(c23)C1=O | 99.7
CN(C)C(C)(CO)CO | 96.5
OC(CCN1CC2CCC(CC2)C1)(Cc1ccccc1)c1ccco1 (stereo not drawn) | 88.0
Cc1nc(Nc2ccc(NC(=O)Nc3ccccc3)cc2)c2ccccc2n1 | 97.8
COc1ccc(-c2cc(-c3cccnc3)nc(OCC#N)c2C#N)cc1OC | 85.2
CCOC(=O)C1=C(C)NC(=O)NC1c1c(Cl)n(CCCl)c2ccccc12 (stereo not drawn) | 117.5
Nc1nc(N)c2cc(CNc3ccc(C(=O)NC(CC(=O)O)C(=O)O)cc3)ccc2n1 (stereo not drawn) | 19.4
CCn1c(Sc2nnc(NC(=O)CCN3CCOCC3)s2)nc2c1c(=O)n(C)c(=O)n2C | 112.6
COc1ccc(-c2nc3c(ncc4ccc(-c5ccccc5)nc43)s2)cc1 | 95.0
CN(C)c1ccc(/C=C/C(=O)c2ccc(NC(=O)CSc3nc4c([nH]3)c(=O)n(C)c(=O)n4C)cc2)cc1 | 101.2
N#CC1(c2ccccc2)CCN(Cc2ccccc2)CC1 | 102.0
Clc1ccc(/C=C/c2ccccn2)c(Cl)c1 | 86.0
COc1ccc(/C=C2\CCC/C(=C\c3ccc(OC)c(OC)c3)C2=O)cc1OC | 3.5*

Pulled by structure from the list above:
compound | HL-60(TB)
COc1ccc(-c2nc3c(ncc4ccc(-c5ccccc5)nc43)s2)cc1 | 95.0
N#CC1(c2ccccc2)CCN(Cc2ccccc2)CC1 | 102.0
CCn1c(Sc2nnc(NC(=O)CCN3CCOCC3)s2)nc2c1c(=O)n(C)c(=O)n2C | 112.6

(more compounds)
compound | HL-60(TB)
CC(=O)NCCCOc1ccc([N+](=O)[O-])cc1 | 102.7
CCOC(=O)/C(=C\Nc1cccc(OCc2ccccc2)c1)NC(=O)c1ccccc1 | 105.4
ClC/C=C/c1ccccc1 | 103.3
O=S(=O)(NC1c2ccccc2Oc2ccccc21)c1ccccc1 | 86.5
CCCCN(CCCC)CCOc1c[nH]c(=O)[nH]c1=O | 90.0
N#Cc1ccc(C(c2c[nH]c3ccc(Cl)cc3c2=O)n2ccnc2)cc1 (stereo not drawn) | 125.2
CC(C)(C(N)=O)N1CCN(c2cccc(Cl)c2)CC1 | 114.8
O=C(Cn1nc(-c2ccccc2)ccc1=O)N/N=C/c1ccc(N2CCCCC2)cc1 | 89.9
C#C[C@]1(O)CC[C@H]2[C@@H]3CC=C4c5sc(Nc6nc(C)cc(OC)n6)nc5CC[C@]4(C)[C@H]3CC[C@@]21C | 12.1
CN1CCc2c(sc3nc(-c4c(F)cccc4Cl)[nH]c(=O)c23)C1 | 100.8
CCOC(=O)C(C(=O)OCC)C(=O)C(C)C | 96.9
CCOC(=O)c1c(-c2ccc(N(C)C)cc2)c(C#N)c(=O)n(-c2cccc(C(F)(F)F)c2)c1N | 80.4
COc1ccc(C2CC(c3ccc(N4CCOCC4)cc3)=NN2c2nc(-c3ccc(Cl)cc3)c(C#N)c(N3CCOCC3)n2)cc1OC (stereo not drawn) | 92.0
Cc1ccc(S(=O)(=O)C/C(=N/Nc2ccc(S(N)(=O)=O)cc2)c2cc3ccccc3oc2=O)cc1 | 114.4
O=[N+]([O-])c1ccc([Se]C2CCCCC2Cl)c([N+](=O)[O-])c1 (stereo not drawn) | 78.8
C=C(C)[C@@H]1CC[C@]2(C(=O)N3CCN(C)CC3)CC[C@]3(C)[C@H](CC[C@@H]4[C@@]5(C)C/C(=C/c6ccncc6)C(=O)C(C)(C)[C@@H]5CC[C@]43C)[C@@H]12 | -21.7*
COc1ccc(-c2cc(-c3cc(OC)c(OC)c(OC)c3)c(C#N)c(N3CCOCC3)n2)cc1O | -31.8*
C=C(c1ccc(C(=O)O)cn1)c1cc2c(cc1C)C(C)(C)CCC2(C)C | 84.9
CN(C)C1CCN(Cc2ccccc2)CC1 | 101.0
Nc1nc(N)c2nc(CNc3ccc(C(=O)NC(CC(=O)O)C(=O)O)cc3)cnc2n1 (stereo not drawn) | 23.5
Fc1ccccc1-c1nc(C(Cl)Cl)nc2cc(-c3ccccc3)nn12 | 96.5
Cc1c2c(c(C)c3c1oc1ccc(O)cc13)C(=O)N(N)C2=O | 65.3
CC(C)N1C(=O)/C(=c2\sc3n(c2=O)NC2C(N=3)N(C)C(=O)N2C)c2ccccc21 (stereo not drawn) | 98.6
CCN(CC)C(=O)c1c2c(n3ccccc13)C(=O)c1ncccc1C2=O | 128.8
CC(C)[C@H](N)C(=O)O | 96.5
CC1=C(C)C[C@]2(Cc3ccc(C)cc3C2=O)S(=O)C1 (stereo partly drawn) | 78.5
CC(=O)c1ccc(NC(=O)CSc2nnc(-c3cc(-c4ccc(S(N)(=O)=O)cc4)nc4ccccc34)n2-c2ccccc2)cc1 | 78.1
CCC1=Cc2cccc(OC)c2OC12C=Cc1cccc(OC)c1O2 (stereo not drawn) | 78.6
Cc1ccc(S(=O)(=O)Nc2ccc(-c3cc(-c4ccccc4F)c(C#N)c(N)n3)cc2)cc1 | 65.1
Cc1ccc(C(=O)c2ccc(CC(=O)N=Nc3c(O)[nH]c4ccc(Br)cc34)n2C)cc1 | 89.4
CCN1CCc2ccccc2C1 | 102.6
O=C(O)c1cn(C2CC2)c2cc(N3CCN(C(=O)CCCN4C(=O)CSC4=O)CC3)c(F)cc2c1=O | 124.9
COc1cc(/C=C2/Oc3c(c(OC)c4ccoc4c3CN3CCOCC3)C2=O)ccc1O | 103.2
CN(O)c1nc(N(C)O)[nH]c(=O)n1 | 93.5
CNC(=O)Oc1cc(C)c[n+](Cc2ccc(Cl)cc2)c1 | 99.3
CC1(C)CC(=O)c2c(nn(-c3ccc(Br)cc3)c2-c2cn(-c3ccccc3)nc2-c2cccnc2)C1 | 92.1
COc1cc(/C=C2\COc3ccc(-c4ccccc4)cc3C2=O)cc(OC)c1 | 42.9
N#Cc1c(-c2c(Cl)cccc2Cl)[nH]c(=S)[nH]c1=O | 90.6
Cc1ccc(N2CCN(C(C)C#N)CC2)cc1 (stereo not drawn) | 120.7
CCCCCCCCCCCl | 91.5
N#Cc1ccc([N+](=O)[O-])cc1OCCN1CCOCC1 | 102.2
N#C/C(=C\c1ccc(-c2ccccc2Cl)o1)c1nc2ccccc2c(=O)[nH]1 | 100.6
COc1ccc(OC)c([N+](=O)[O-])c1[N+](=O)[O-] | 90.1
C=C1C(=O)O[C@H]2[C@H]1CC/C(COC(=O)C(=O)c1c[nH]c3ccc(Cl)cc13)=C\CC[C@@]1(C)O[C@@H]21 | -44.6*
Cc1nn(-c2ccccc2)c2nc(C)n(/N=C/c3ccccc3O)c(=O)c12 | 95.6
CCSc1nnc(-c2cnn(CC(O)c3ccccc3)c2N)n1-c1ccccc1 (stereo not drawn) | 97.0
N#CC1=C(c2c[nH]c3ccccc23)Nc2nc(N)[nH]c(=O)c2C1c1ccc(Cl)cc1 (stereo not drawn) | 89.9
COC(=O)Cc1[nH]c(=S)[nH]c1C(=O)OC | 88.8
COC1OC(=O)c2ccccc21 (stereo not drawn) | 93.4
CCOC(=O)CCCOc1ccc(/C=C2\CC/C(=C\c3ccc(OCCCC(=O)OCC)cc3)C2=O)cc1 | 91.4

The list goes on.
compound | HL-60(TB)
C/C(O)=C(/C=N/C(=S)Nc1ccccc1)C(=O)Nc1ccccc1C | 94.7
c1ccc(-c2nc(N3CCOCC3)c3c4c(sc3n2)CCCC4)cc1 | 94.0
CC1(C)CC2(OC2c2ccccc2[N+](=O)[O-])C(=O)c2ccccc21 (stereo not drawn) | 80.2
COc1nc2ccc(C)cc2cc1Cc1cc(-c2ccccc2)n[nH]c1=O | 101.3
CC(=O)Oc1ccccc1C(=O)Nc1ccc(C(=O)/C=C/c2ccccc2)cc1 | 100.8
C#CCOc1cccc(Nc2ncnc3cc(NC(=O)CCl)ccc23)c1 | -62.2*
COc1ccc(/C(C)=C(\c2ccc(OCCN3CCOCC3)cc2)c2ccc(OC(=O)Cc3ccccc3)cc2)cc1 | 117.7
Fc1cccc(-c2nc(-c3c[nH]c4ncccc34)cs2)c1 | 97.2[100 µM]
N#Cc1c(-c2cccs2)cc(-c2ccc(F)cc2)[nH]c1=O | 100.3
O=C1NC(=O)C(c2ccccc2)(c2ccccc2)N1 | 128.2&104.3
O=P(Oc1ccccc1)(Oc1ccccc1)Oc1ccccc1-c1ccccc1 | 92.7
CCCCOc1ccc(OCCN2CCN(C(=O)OCC)CC2)cc1 | 68.9
OCc1ncccc1O | 119.6&104.3
COc1cccc(/C=N\Nc2ccc([N+](=O)[O-])cn2)c1OC | 56.7
COc1cc2oc(-c3cccc(C(=O)Nc4ccc(Cl)cc4)c3)cc(=O)c2c(OCCNC(=O)[C@H](CCC(=O)OC(C)(C)C)NC(=O)OC(C)(C)C)c1OC | 101.3
CCOc1ccc(-c2nc3ccccc3s2)cc1OCC | 14.4
COc1ccc(-c2nc(SCC(=O)c3ccc(-c4ccccc4)cc3)[nH]c(=O)c2C#N)cc1 | 96.5
CN1CCc2c(sc3ncnc(N/N=C/c4ccc(Cl)c(Cl)c4)c23)C1 | -58.2*
O=C(O)c1cn(C2CC2)c2cc(N3CCN(S(=O)(=O)c4ccc(Cl)c(Cl)c4)CC3)c(F)cc2c1=O | -38.3*
CCn1c(SC/C(=N/O)c2ccccc2)nnc1-c1ccccc1 | 102.7
CCOC(=O)c1cnc(=O)[nH]c1N | 98.9
O=C(CC(c1ccc(Br)cc1)c1cccc2ccccc12)c1ccccc1 (stereo not drawn) | 100.1
CCC(C)(C)NCCCCCNc1cc(OC)cc2cccnc12 | 97.6&75.1
O=C(Nc1ccc(OCc2ccccn2)c(Cl)c1)c1ccccn1 | 92.1
CCc1cccc2c3c(sc12)C(c1ccc(OC)cc1)C(C#N)=C(/N=C/c1ccc(Cl)cc1)O3 (stereo not drawn) | 2.9*
Cc1cc(=O)c2c(=O)[nH][nH]c2[nH]1 | 97.6
O=C1C=C(c2cccs2)C[C@H](c2cccs2)[C@H]1n1nnc2ccccc21 | 97.8
